CAL PDZ inh: blocks peptide binding to human CAL PDZ domain. Q9HD26. purified CAL PDZ, TMR-peptide fluorescence polarization, 1 h. inhibition, % at 20 µM. 330,000 compounds, 0.02% hits;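 active = highest replicate inhibition of at least 40%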;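 also: plate controls were DMSO neutral control wells for no effect and unlabeled competitor peptide control wells for full effect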
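Material: tagged CAL PDZ domain; buffer or medium: 25 mM sodium phosphate pH 7.4, 150 mM NaCl, TCEP, IgG, Thesit; compound dosing: single point, 20 µM; schedule: 1 h incubation at room temperature before polarization reading; measured by: FP readout, S and P plane fluorescence; read-out basis: percent inhibition from loss of millipolarization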
PvdQ inh: P. aeruginosa PvdQ acylase inhibition; purified PvdQ acylase, fluorescence plate reader; inhibition, % at 10 µM; 340,000 compounds, 0.063% hits; AID 488965; in the data active = inhibition above about 30%, passing the limit was not always enough;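 also: 0% = vehicle neutral wells and 100% = reference inhibitor wells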
Tat transport: inhibitors of E. coli Tat protein transport. E. coli MC4100 TorA-mCherry Tat export, fluorescence. inhibition, % at 10 µM. 340,000 compounds, 0.036% hits. AID 488895;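 active = mean replicate inhibition at least 50% and at least half of replicates individually reaching 50%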;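 also: exported cargo escapes ClpAP degradation while cytoplasmic cargo is degraded and loses fluorescence; 0% = median of neutral control wells and 100% = median of NaSCN control wells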
Rtt109 Vps75: blocks Candida albicans Rtt109/Vps75 acetyltransferase activity. Q5AAJ8. purified Rtt109/Vps75, ThioGlo CoA-SH fluorescence, 4 h. inhibition, % at 34.9 µM. 330,000 compounds, 0.16% hits;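 active = inhibition of at least 50% in every replicate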
Target sequence (Q5AAJ8 whole entry, looked up): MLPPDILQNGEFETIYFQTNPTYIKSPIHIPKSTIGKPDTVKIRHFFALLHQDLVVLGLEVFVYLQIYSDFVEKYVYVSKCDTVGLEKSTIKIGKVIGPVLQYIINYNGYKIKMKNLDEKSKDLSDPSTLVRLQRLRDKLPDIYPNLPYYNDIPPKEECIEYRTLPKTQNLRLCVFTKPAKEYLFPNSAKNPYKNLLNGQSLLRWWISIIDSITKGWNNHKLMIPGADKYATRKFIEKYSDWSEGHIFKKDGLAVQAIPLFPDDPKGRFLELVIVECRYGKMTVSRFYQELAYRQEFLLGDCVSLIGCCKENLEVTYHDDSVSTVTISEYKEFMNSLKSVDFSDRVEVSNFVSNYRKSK
phage Ecoli inh: E. coli growth loss with phage present | growth absorbance | inhibition, % at 11.9 µM | 360,000 compounds, 0.26% hits; in the data active = inhibition above about 11%
AddAB inh: less growth of phage-infected E. coli with AddAB; 330,000 compounds, 0.29% hits; AID 435030; inhibition, % at 11.9 µM; E. coli expressing H. pylori AddAB, absorbance growth; in the data active = inhibition above about 12%;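 also: 0% = vehicle wells of infected cells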
PfHsp90 yeast 2: inhibits growth of yeast expressing Plasmodium falciparum Hsp90 | inhibition, % at 9.4 µM | 310,000 compounds, 0.32% hits | S. cerevisiae expressing PfHsp90, BacTiter-Glo ATP, 48 h; yeast lacking PDR1 and PDR3 efflux regulators | AID 504621;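 active = every replicate shows inhibition above about 80%, whatever the replicate mean, limit read from the data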;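 also: 0% = DMSO neutral controls and 100% = 20 µM radicicol positive controls; yeast relying on Plasmodium falciparum Hsp90 in place of its own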
Wnt bcat act: Wnt/beta-catenin pathway activation; Wnt/beta-catenin reporter cell assay, activator, plate reader; activation, % at 9.35 µM; 300,000 compounds, 1.2% hits; AID 743398; in the data active = activation above about 30%, passing the limit was not always enough;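 also: 0% = neutral control wells and 100% = positive control wells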
Ecoli viability: counter-screen for AddAB inhibitors: E. coli growth inhibition; E. coli V3065 growth, OD600 absorbance, 18 h; 330,000 compounds, 0.27% hits; inhibition, % at 11.9 µM; AID 449728;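 active = inhibition above the campaign's mean inhibition across all tested compounds plus 3 SD, cut at about 9.9% in these data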;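 also: uninfected addAB+ strain grown without phage in ampicillin broth; 0% = DMSO wells and 100% = ciprofloxacin 0.95 µg/ml wells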
DAGLB inhibitor: diacylglycerol lipase beta (human) inhibition; HEK293T DAGLB membrane lysate, EnzChek fluorogenic substrate; inhibition, % at 5.17 µM; 340,000 compounds, 0.059% hits; AID 504411; in the data active = inhibition above about 34%;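 also: 0% = enzyme with vehicle and 100% = wells lacking enzyme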
Target sequence (Q8NCG7 whole entry, looked up): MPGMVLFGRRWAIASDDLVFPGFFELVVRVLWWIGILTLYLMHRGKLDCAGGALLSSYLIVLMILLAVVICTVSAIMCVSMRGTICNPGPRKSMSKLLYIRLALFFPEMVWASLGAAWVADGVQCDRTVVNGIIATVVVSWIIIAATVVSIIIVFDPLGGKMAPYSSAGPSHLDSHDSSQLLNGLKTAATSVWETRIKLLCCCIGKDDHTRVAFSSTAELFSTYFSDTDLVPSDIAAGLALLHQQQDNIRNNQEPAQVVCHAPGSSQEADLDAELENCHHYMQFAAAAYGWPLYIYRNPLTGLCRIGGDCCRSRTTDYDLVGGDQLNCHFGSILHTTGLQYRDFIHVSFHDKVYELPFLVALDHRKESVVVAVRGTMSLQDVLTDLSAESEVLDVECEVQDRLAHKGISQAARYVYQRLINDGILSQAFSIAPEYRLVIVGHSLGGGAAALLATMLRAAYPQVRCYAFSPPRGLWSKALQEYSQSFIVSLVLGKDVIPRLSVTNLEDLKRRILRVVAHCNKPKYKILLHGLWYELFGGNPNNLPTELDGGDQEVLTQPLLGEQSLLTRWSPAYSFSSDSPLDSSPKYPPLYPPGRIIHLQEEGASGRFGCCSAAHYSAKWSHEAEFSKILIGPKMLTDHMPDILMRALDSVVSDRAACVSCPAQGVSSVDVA
The depositor's hits bear a star; x = no result given.

SMILES	CAL PDZ inh	PvdQ inh	Tat transport	Rtt109 Vps75	phage Ecoli inh	AddAB inh	PfHsp90 yeast 2	Wnt bcat act	Ecoli viability	DAGLB inhibitor
C#CCCc1cscc1/C=[N+](\[O-])c1ccc(C(=O)OCC)cc1	-0.3	11	8	-10	3.4	1.4	-1	1	-0.8	0
CCN(CC)S(=O)(=O)c1cc(NC(=O)CNc2c(C)n(C)n(-c3ccccc3)c2=O)ccc1C	-4.8	-7	0	5	2.9	0.5	1	1	0.7	3
O=C(NCc1ccc2c(c1)OCO2)C1CCCN(S(=O)(=O)c2cccnc2)C1 (stereo unspecified)	-1.3	12	0	7	2.4	0.9	16	2	0.1	0
CCn1nc(C)c(CNC(=O)CC2C(=O)NCCN2CC(C)C)c1C (stereo unspecified)	0.3	6	-8	-4	3.7	1.8	-2	3	-1.4	-3
COc1ccc(CN2CCCC(CNC(=O)c3ccc(F)cc3)C2)c(F)c1 (stereo unspecified)	-1.7	-4	3	x	3.0	-0.4	37	-7	0.6	-1
O=C(N1CCCCCC1)N1CCN(S(=O)(=O)N2CCCCC2)CC1	-1.4	-12	-9	9	1.6	1.2	32	2	1.1	-1
COc1cc2c(cc1O)[C@@H]1Cc3cc(OC)c(OC)cc3C(C2)N1C	-0.6	-7	-5	-2	3.5	1.6	6	-2	0.5	-2
COCCN(CC(=O)Nc1cccc(C)c1C)C(=O)C1(c2ccccc2)CC1	-0.4	-21	-3	8	1.5	1.5	-20	0	1.5	0
CCOC(=O)CN(c1ccccc1C)S(=O)(=O)c1ccc(Cl)cc1	-2.0	-16	1	-10	1.6	4.0	-10	-1	0.6	-9
O=C(CNC(=S)NC(=O)C1CCCCC1)c1ccccc1	-0.2	16	8	2	5.3	-2.0	6	0	-2.8	-2
O=C(COC(=O)c1cccnc1)NC1CCCc2ccccc21 (stereo unspecified)	-1.4	-7	13	-8	-1.7	x	9	-1	x	1
Cn1c(C(=O)NCCCN2CCCCC2)cc2sccc21	0.3	8	-6	16	2.4	-0.8	2	x	-1.4	1
CC1CCCCN1C(=O)CSc1nnc(-c2ccccc2O)o1 (stereo unspecified)	-1.1	-4	-2	2	0.2	1.1	5	14	-2.5	1
O=C(OCC(=O)N1CCOCC1)c1ccc2c(c1)OCCO2	-1.1	2	0	-3	3.0	-1.2	0	18	-3.7	1
COc1ccc(OC)c(S(=O)(=O)N2CCC(C(=O)Nc3ccc(C)c(C)c3)CC2)c1	-0.3	-13	3	12	2.5	-1.6	66	x	0.1	-5
CSc1nc2c(c(=O)[nH]1)C(c1cccc(Br)c1)CC(=O)N2 (stereo unspecified)	-1.5	-9	-4	0	4.2	3.0	-13	-2	-1.6	1
Cc1ccc(F)cc1NC(=S)NCCc1ccccc1	-0.1	1	1	2	4.7	2.6	-6	3	-0.6	-2
Cc1ccc(C)n1-c1nn(S(=O)(=O)c2cccc3cccnc23)c2cccc(F)c12	1.4	-8	3	3	3.9	2.4	-14	-2	1.9	-6
CCOC(=O)C1=C(COC(=O)COc2ccccc2OCC)NC(=O)NC1C (stereo unspecified)	-0.4	-14	-1	1	2.0	-0.5	x	-1	-1.1	2
c1ccc(CNCC2COc3ccccc3O2)cc1 (stereo unspecified)	x	10	0	13	3.2	1.6	0	x	-1.2	-3
Cc1[nH]c(=O)c(C(=O)c2ccccc2O)cc1C(=O)O	1.4	4	-1	-11	4.3	0.9	-6	1	-1.6	0
Cc1cc(C(=O)OCC(=O)Nc2cc(S(=O)(=O)N(C)C)ccc2C)c(C)o1	x	x	x	x	-0.1	-2.4	x	-1	0.4	x
COc1ccc2cc(C(C)C(=O)N3CCC(C(N)=O)CC3)ccc2c1 (stereo unspecified)	1.6	-1	-4	13	1.1	-1.3	1	-2	1.1	0
N#Cc1ccc(OC(=O)C2CCN(C3=NS(=O)(=O)c4ccccc43)CC2)cc1	-0.1	-18	-8	6	2.4	1.6	25	1	1.8	-4
c1ccc2c(-c3nnc(SCc4cn5ccccc5n4)o3)c[nH]c2c1	-3.6	-15	-15	-5	7.2	12	-9	x	9.0	-2
N#CCCN1CCN(S(=O)(=O)c2ccc(S(=O)(=O)NC3CCCC3)cc2)CC1	-0.3	-17	-11	-5	2.7	4.6	x	0	1.7	-1
COc1ccc(Cl)cc1S(=O)(=O)N1CCCc2ccccc21	-1.6	-11	5	-5	-0.4	1.5	15	0	1.5	-2
COc1ccc(CN(C(=O)CNC(=O)c2ccco2)C(C(=O)NCC2CCCO2)c2ccccc2)cc1 (stereo unspecified)	-1.3	9	10	9	2.0	3.2	19	1	-3.6	-1
Cc1ccc(N2CC(C(=O)NC3CCSC3=O)CC2=O)cc1 (stereo unspecified)	-0.6	-11	-6	4	0.9	2.6	12	x	1.2	1
COc1cccc(CC(=O)NC2CCCN(Cc3ccc(Cl)cc3)C2)c1 (stereo unspecified)	-1.0	10	-17	1	2.9	0.8	-24	-1	-2.0	-1
CCN(Cc1ccncc1)C(=O)c1cc(COc2ccc(OC)cc2Cl)on1	-2.4	-17	-3	2	2.4	0.2	16	28	-1.4	-3
COc1ccc(Cn2c(CCC(=O)Nc3ccccc3)nc3cccnc32)cc1	-2.1	-7	-7	-6	0.5	0.7	7	-7	0.5	-2
COc1ccc(OC)c(S(=O)(=O)Nc2ccc3oc(C)c(C(C)=O)c3c2)c1	-0.2	-11	7	-6	-0.7	2.7	1	-2	-3.5	2
COc1ccc(-n2c(C)cc(C3=NNC(=NC4CC4)SC3)c2C)cc1	-0.7	2	-5	0	3.3	x	-9	8	x	-3
CCn1c(=NC(=O)c2ccco2)sc2cccc(F)c21	-1.6	-5	1	-3	2.0	-2.8	-24	28	-1.8	-7
O=C(CN1C(=O)/C(=C/c2ccc(F)cc2)SC1=S)NC1C=CS(=O)(=O)C1 (stereo unspecified)	-2.3	3	1	-10	-0.9	4.6	-11	-4	-0.9	6
COc1ccc([N+](=O)[O-])cc1NC(=O)c1ccco1	-4.9	9	0	7	1.3	1.9	9	-1	0.0	0
CN(Cc1c(F)cccc1Cl)C(=O)c1cccc(S(=O)(=O)NCc2ccccc2)c1	1.5	-12	0	1	-0.9	-0.2	-16	5	0.5	-2
O=C(CSc1c2c(nc3cc(Cl)ccc13)CCCC2)NCc1ccco1	-1.4	0	4	-6	2.4	0.2	-21	8	0.1	-4
Cc1nc2nc[nH]n2c(=O)c1NC(=O)c1cccc(OCC(C)C)c1	-1.0	-3	-5	-1	3.3	-2.1	4	x	3.7	5

Some of the entries so far, with values under each structure:
Results follow in this order: CAL PDZ inh, PvdQ inh, Tat transport, Rtt109 Vps75, phage Ecoli inh, AddAB inh, PfHsp90 yeast 2, Wnt bcat act, Ecoli viability, DAGLB inhibitor
- N#CCCN1CCN(S(=O)(=O)c2ccc(S(=O)(=O)NC3CCCC3)cc2)CC1
  -0.3, -17, -11, -5, 2.7, 4.6, x, 0, 1.7, -1
- COc1ccc(Cl)cc1S(=O)(=O)N1CCCc2ccccc21
  -1.6, -11, 5, -5, -0.4, 1.5, 15, 0, 1.5, -2
- COc1ccc(CN(C(=O)CNC(=O)c2ccco2)C(C(=O)NCC2CCCO2)c2ccccc2)cc1 (stereo unspecified)
  -1.3, 9, 10, 9, 2.0, 3.2, 19, 1, -3.6, -1
- Cc1ccc(N2CC(C(=O)NC3CCSC3=O)CC2=O)cc1 (stereo unspecified)
  -0.6, -11, -6, 4, 0.9, 2.6, 12, x, 1.2, 1

Among those listed so far, these contain a thiophene ring, fused or not.
SMILES	CAL PDZ inh	PvdQ inh	Tat transport	Rtt109 Vps75	phage Ecoli inh	AddAB inh	PfHsp90 yeast 2	Wnt bcat act	Ecoli viability	DAGLB inhibitor
C#CCCc1cscc1/C=[N+](\[O-])c1ccc(C(=O)OCC)cc1	-0.3	11	8	-10	3.4	1.4	-1	1	-0.8	0
Cn1c(C(=O)NCCCN2CCCCC2)cc2sccc21	0.3	8	-6	16	2.4	-0.8	2	x	-1.4	1

Following part.
SMILES	CAL PDZ inh	PvdQ inh	Tat transport	Rtt109 Vps75	phage Ecoli inh	AddAB inh	PfHsp90 yeast 2	Wnt bcat act	Ecoli viability	DAGLB inhibitor
O=C(O)c1cccc(NC(=S)NC(=O)c2ccc(-c3ccccc3)cc2)c1	-1.1	-15	-2	-2	3.4	-0.5	-4	12	-2.4	-2
CC(C)(C)NC(=O)C(c1ccncc1)N(Cc1ccc(F)cc1)C(=O)c1ccc(-c2ccccc2)[nH]1 (stereo unspecified)	-0.7	-1	9	x	4.3	0.5	5	0	-1.6	1
CCCC(=O)Nc1ccc(Cl)c(NC(=O)c2cccnc2)c1	1.0	15	-5	5	1.4	1.0	-8	x	-2.3	0
COCCNC(=O)CC(NS(=O)(=O)c1ccc(NC(C)=O)cc1)C(C)C (stereo unspecified)	-1.0	-5	6	-10	-0.6	3.1	14	-1	2.1	2
CC(CCc1ccccc1)NC(=O)C1CCN(S(=O)(=O)c2cnc[nH]2)CC1 (stereo unspecified)	-0.6	-13	-3	17	1.6	1.5	14	-4	-1.1	2
Cc1ccc(N(CC(=O)N2CC(=O)Nc3ccccc32)S(=O)(=O)c2ccc3c(c2)OCCO3)cc1	-1.6	3	0	4	-0.6	0.8	-14	-2	-2.0	-1
CCCc1cc(=O)[nH]c2nnc(SCC(=O)Nc3ccc(NC(C)=O)cc3)n12	-0.5	-7	-4	3	3.5	-2.0	-8	-3	0.7	0
CC(=O)c1c(C)oc2ccc(O)c(CN3CCOCC3)c12	-0.2	-10	-5	-6	0.5	2.9	0	x	0.6	2
CC(C)(C)c1csc(NC(=O)Cc2cccs2)n1	-2.7	6	2	16	-1.1	0.2	x	-2	0.8	0
COc1cc([N+](=O)[O-])cc(/C=N/NC(=O)CSc2ccccn2)c1O	-2.8	-4	4	-11	0.0	-0.1	2	-3	0.1	6
N#CC1(NC(=O)Cn2cc(C(F)(F)F)ccc2=O)CCCC1	-0.7	-8	-3	-11	0.1	-1.3	-3	1	0.0	1
COc1ccc2[nH]cc(CCN3C(=O)c4ccc(C(=O)O)cc4C3=O)c2c1	-0.3	-6	-8	-13	3.5	x	15	1	x	2
CCn1c(SCC(=O)N/N=C/c2ccc(O)c(OC)c2)nc2ccccc21	-2.8	-15	-6	-1	1.8	3.5	-33	-2	-0.2	1
N#CC1=C(N)Oc2n[nH]c(-c3cccnc3)c2C1c1cc(F)ccc1F (stereo unspecified)	-2.7	-17	-12	2	0.5	3.5	x	1	-0.3	1
COc1ccc(C(=O)Nc2ccc(S(=O)(=O)N3CCCCC3)cc2)cc1	-2.9	-16	12	19	2.5	1.5	3	-3	0.7	-1
O=C(COc1cc(F)ccc1[N+](=O)[O-])N1N=C(c2cccs2)CC1c1ccco1 (stereo unspecified)	-0.4	-8	-1	-3	1.6	0.8	-5	5	1.1	-1

Screening results as filed in PubChem BioAssay.
